BAZ2B inh = qHTS Assay for Inhibitors of BAZ2B. Bromodomain adjacent to zinc finger domain protein 2B (Homo sapiens), Q9UIF8. AlphaScreen BAZ2B-H3K14Ac peptide displacement. Potency, µM (highest dose often 114 µM), without a hit: at the highest dose activity change, negative = inhibition, hits mostly inhibitors. actives 4.4% (n = 360,000). AID 504333, 2011; also: % is scaled to controls: 0 for no effect and ±100 for the full control effect; nearly all actives have a fitted effect of over 60% in size
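Compounds, titrated to a top concentration of 110 uM, were incubated 30 min at room temperature with preformed BAZ2B/acetyl-K14 H3 peptide complex (50 nM each). Proximity signal was measured by AlphaScreen after 20 min with beads.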
BLM helicase inh = qHTS Assay for Inhibitors of Bloom's syndrome helicase (BLM); recombinant BLM DNA unwinding, fluorescence dequenching; Potency, µM (doses to about 56.1 µM), inactives show at the top dose activity change, negative = inhibition, most hits filed as inhibitors; AID 2528, 2010; actives 0.2% (n = 350,000);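 also: plate controls were vehicle for no effect and no enzyme for full effect; nearly all actives have a fitted effect of over 35% in size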
G9a inh = qHTS Assay for Inhibitors of Histone Lysine Methyltransferase G9a. Potency, µM (highest dose often 102 µM), for inactives: top-dose activity, negative = inhibition, actives largely listed as inhibitors. Histone-lysine N-methyltransferase EHMT2 (Homo sapiens), Q96KQ7. actives 8.8% (n = 350,000). G9a H3K9 monomethylation, AlphaScreen, 2 h; also: % is scaled to controls: 0 for no effect and ±100 for the full control effect; nearly all actives have a fitted effect of over 75% in size
Target sequence (Q96KQ7 913-1193 limits assumed): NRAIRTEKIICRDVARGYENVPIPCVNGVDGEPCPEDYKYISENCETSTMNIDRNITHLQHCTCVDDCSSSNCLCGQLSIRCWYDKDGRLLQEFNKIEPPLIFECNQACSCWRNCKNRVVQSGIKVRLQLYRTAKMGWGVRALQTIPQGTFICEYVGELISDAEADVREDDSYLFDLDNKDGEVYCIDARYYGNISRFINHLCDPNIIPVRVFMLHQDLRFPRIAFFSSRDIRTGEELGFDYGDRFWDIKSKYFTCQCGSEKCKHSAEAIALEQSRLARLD
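Quantitative HTS format: methyltransferase activity on a biotin-tagged H3K9 peptide is measured by AlphaScreen, using a rabbit anti-monomethyl-H3K9 antibody with streptavidin donor and anti-IgG acceptor beads. Final levels are 20 nM enzyme, 500 nM peptide, 20 uM SAM; 2 h RT.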
POLI inh = qHTS for Inhibitors of Polymerase Iota; actives 1% (n = 390,000); DNA polymerase iota (Homo sapiens), Q9UNA4; Potency, µM (titrated, usually from 115 µM), inactives show top-dose activity, negative = inhibition, hits mostly inhibitors; AID 588590, 2011; Pol iota fluorescent replication assay, 10 min
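Fluorescent replication assay read twice, at 0 min and 10 min after adding 50 nM (final) substrate. Enzyme (10 nM) and compounds were first incubated 15 min at room temperature; enzyme-free buffer wells were negative controls.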
JMJD2A Tudor = qHTS Assay for Inhibitors of JMJD2A-Tudor Domain; actives 4.4% (n = 390,000); Lysine-specific demethylase 4A (Homo sapiens), O75164; Potency, µM (series often up to 114 µM), inactives show at the highest dose activity change, negative = inhibition, most hits filed as inhibitors; AlphaScreen JMJD2A-Tudor / H3K4me3 peptide binding; also: % is scaled to controls: 0 for no effect and ±100 for the full control effect; nearly all actives have a fitted effect of over 50% in size
APEX1 inh = qHTS Assay for Inhibitors of the Human Apurinic/apyrimidinic Endonuclease 1 (APE1); AID 2517, 2012; Potency, µM (titrated, usually from 65.8 µM), for the others: at the top dose activity change, negative = inhibition, usual class: inhibitors; recombinant APE1, TAMRA/BHQ-2 abasic DNA cleavage fluorescence; actives 0.35% (n = 350,000);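 also: plate controls were vehicle for no effect and reference inhibitor for full effect; nearly all actives have a fitted effect of over 55% in size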
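APE1 at 0.75 nM final was preincubated with compound 15 min at room temperature, then 50 nM double-stranded THF abasic-site substrate (5'-TAMRA/3'-BHQ-2) was added. Fluorescence (ex 525/em 598 nm) was read kinetically; third-minus-first read gave activity.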
Pol kappa inh = qHTS for Inhibitors of Polymerase Kappa; DNA polymerase kappa (Homo sapiens), Q9UBT6; purified Pol kappa, fluorescent DNA synthesis assay, 10 min; Potency, µM (doses to about 107 µM), without a hit: at the highest dose activity, negative = inhibition, hits mostly inhibitors; actives 0.53% (n = 400,000); also: % is scaled to controls: 0 for no effect and ±100 for the full control effect
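Fluorescent qHTS in 1536-well format: enzyme (10 nM) and compound sat 15 min at room temperature before 50 nM substrate (final) was added. Signal taken at 0 and 10 min; no-enzyme buffer wells were negative controls.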
Pol beta inh = qHTS Assay for Inhibitors of DNA Polymerase Beta. AID 485314, 2010. Potency, µM (top dose mostly 114 µM), without a hit: at the top dose activity change, negative = inhibition, usual class: inhibitors. actives 1.3% (n = 340,000). Pol beta primer extension/strand displacement, fluorescence kinetic; also: % is scaled to controls: 0 for no effect and ±100 for the full control effect
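Curves were derived by four-parameter Hill fits of normalized qHTS data. The kinetic fluorescent primer-extension read was taken at 0 and 10 min after 50 nM substrate, following a 15 min room-temperature preincubation of 10 nM enzyme with compounds.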
POLH inh = qHTS for Inhibitors of Polymerase Eta; DNA polymerase eta (Homo sapiens), Q9Y253; recombinant Pol eta, fluorescent DNA replication assay; Potency, µM (highest dose often 114 µM), inactives show at the top dose activity change, negative = inhibition, hits mostly inhibitors; actives 1.2% (n = 390,000); AID 588591, 2011; also: % is scaled to controls: 0 for no effect and ±100 for the full control effect
Target sequence (Q9Y253 whole entry, looked up): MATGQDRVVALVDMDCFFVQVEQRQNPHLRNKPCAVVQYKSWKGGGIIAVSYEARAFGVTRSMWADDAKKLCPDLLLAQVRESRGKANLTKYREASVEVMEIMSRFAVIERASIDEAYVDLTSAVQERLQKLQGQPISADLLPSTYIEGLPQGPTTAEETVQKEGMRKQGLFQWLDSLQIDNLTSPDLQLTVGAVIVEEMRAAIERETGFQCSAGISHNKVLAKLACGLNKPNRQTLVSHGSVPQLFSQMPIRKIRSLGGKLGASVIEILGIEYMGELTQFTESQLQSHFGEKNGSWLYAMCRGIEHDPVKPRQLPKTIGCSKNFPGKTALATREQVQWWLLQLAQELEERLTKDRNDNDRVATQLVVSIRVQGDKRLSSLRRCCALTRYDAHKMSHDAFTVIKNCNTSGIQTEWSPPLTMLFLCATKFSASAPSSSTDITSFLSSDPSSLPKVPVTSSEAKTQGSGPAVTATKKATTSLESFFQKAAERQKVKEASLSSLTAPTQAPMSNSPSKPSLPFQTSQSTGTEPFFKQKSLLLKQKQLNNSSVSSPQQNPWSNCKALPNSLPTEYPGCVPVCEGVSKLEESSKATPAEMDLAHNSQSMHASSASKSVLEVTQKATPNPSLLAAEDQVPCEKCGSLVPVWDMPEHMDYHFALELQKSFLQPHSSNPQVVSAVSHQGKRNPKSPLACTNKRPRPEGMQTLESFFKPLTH
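Fluorescent replication assay: 50 nM final substrate added after a 15 min room-temperature compound preincubation with 10 nM enzyme. Signal taken at 0 min and again at 10 min.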
Active calls of the source: *; ? = inconclusive; nt = not tested or not shown; & = joins results of further samples; [ ] = dose if it differs, or a comment. Calls follow the shape of the dose curve; as a rule, active = well fitted curve in the direction sought with a large enough effect; inconclusive = small, poorly fitted or top-dose-only effect, or another doubt; inactive = no such curve, though single readings can be large; an effect the other way counts as inactive or inconclusive. Potency is read from the fitted curve at half-maximal effect.

Second line of a record – BAZ2B inh | BLM helicase inh | G9a inh | POLI inh | JMJD2A Tudor | APEX1 inh | Pol kappa inh | Pol beta inh | POLH inh
COc1ccc(Cn2nnnc2C(CC(C)C)N2CCC(C(N)=O)CC2)cc1 (configuration not stated)
 : -4% | -8% | nt | 70%[activator] | -4% | 4% | 4% | 14% | -12%
Cc1nc2ccccc2n1CC(=O)NC1CCCCCC1
 : 0% | -4% | 18%[59 µM] | 13% | -17% | -3% | -12% | -13% | -7%
COC(=O)[C@@]12CCCN1[C@H](c1ccc(-c3ccc(OC)cc3)cc1)[C@@H]1C(=O)N(C)C(=O)[C@@H]12
 : -27% | nt | 4%[2.33 µM] | 12% | -27% | 25% | 10% | nt | -12%
COc1ccc(NCc2ccccc2[N+](=O)[O-])cc1OC
 : 50µM* | -17% | 11µM* | 56%[activator] | 50µM* | ? | -16% | 49% | ?
Cc1cc(C)cc(NC(=O)C2CCCN(c3ncccn3)C2)c1 (configuration not stated)
 : -3% | -2% | 27% | 21% | -16% | 23% | -2% | 14% | -16%
CCOC(=O)c1c(CSC(=N)N)n(-c2ccccc2)c2cc(Br)c(OC(C)=O)cc12
 : ? | -13% | 50µM* | -28% | ? | 0% | -3% | -2% | -6%
CC1CCCN(S(=O)(=O)c2ccc(S(=O)(=O)N3CCC4(CC3)OCCO4)cc2)C1 (configuration not stated)
 : -5% | -11% | -11%[59 µM] | -14% | -1% | 8% | 0% | 17% | -14%
C=C(C)c1cccc(C(C)(C)NC(=O)NCC2COCCO2)c1 (configuration not stated)
 : -3% | 0% | 11%[59 µM] | 21% | -8%[57.1 µM] | 13% | -14% | 8% | 2%
COc1ccc(NC(=O)c2ccc(N3CCCC3=O)cc2)cc1Cl
 : nt | nt | nt | 8% | -3% | 41%[activator] | -8% | nt | -12%
CCc1c(Nc2ccccc2Cl)nc(N)[nH]c1=O
 : nt | nt | nt | -15% | -7% | nt | 5% | nt | -4%
O=C1CCc2cc(NS(=O)(=O)c3cc(F)ccc3F)cc3c2N1CC3
 : 10% | nt | 26%[2.33 µM] | 31%[activator] | -7% | 4% | -14% | nt | -9%
CNS(=O)(=O)c1ccc(NC(=O)c2cnn3c(C(F)F)cc(-c4ccccc4)nc23)cc1
 : -1% | -1%&-2% | 1% | -11%&-14% | 1%&-14% | 12% | -8%&-21% | 36%&-23%[activator] | 7%&-8%
CC(C)N(CCn1c(SCC(=O)Nc2cccnc2Cl)nc2ccccc2c1=O)C(C)C
 : 8% | nt | 15%[12.7 µM] | 15% | 2% | 22% | -4% | nt | -11%
O=C(O)/C(=C\c1cn(-c2ccccc2)nc1-c1cccnc1)NC(=O)c1ccccc1
 : -12% | -1% | -25% | 21% | -6% | ? | 19% | -12% | -8%
O=C(NCCc1ccccc1)c1ccc2c(c1)N(Cc1ccccc1)C(=O)c1ccccc1S2(=O)=O
 : -10% | -7% | 0%[59 µM] | 16% | -19% | nt | -11% | -25% | nt
CN(CC(=O)Nc1cccc(F)c1)C(=O)CN1C(=O)NC2(CCCC2)C1=O
 : 8% | nt | -24%[59 µM] | -23% | -7% | -1% | -4% | nt | -8%
Cc1cccc(NC2=C(Cl)C(=O)OC2OC(=O)c2ccco2)c1 (configuration not stated)
 : 3% | -6% | ? | 39%[activator] | 2% | 0% | -10% | -1% | -12%
O=C(O)c1ccccc1/C=N/Nc1ccc(S(=O)(=O)N2CCCC2)cc1[N+](=O)[O-]
 : ? | -2% | ? | 39%[activator] | -35% | 11% | -3% | -1% | -7%
CC(Sc1nnc(C2CC2)n1N)C(=O)NC1CCCCC1C (configuration not stated)
 : -3% | -3% | 0% | 21% | -4% | 31% | -5% | 7% | -17%
O=C(c1ccc2[nH]c(=O)c(=O)[nH]c2c1)N1CCc2ccccc21
 : -12% | -2% | nt | -2% | -11% | -9% | 3% | -3% | -13%

(further entries)
Second line of a record – BAZ2B inh | BLM helicase inh | G9a inh | POLI inh | JMJD2A Tudor | APEX1 inh | Pol kappa inh | Pol beta inh | POLH inh
O=C(O)CSc1ncnc2scc(-c3ccccc3)c12
 : -18% | -8% | 14% | 40%[activator] | -9% | -1% | 2% | -13% | -4%
CCOc1ccccc1-c1c2cc(O)c(=O)cc-2oc2cc(O)c(O)cc12
 : 7.1µM* | 10µM* | 10µM* | nt | 1µM* | -2% | 14µM* | 1.6µM* | 28µM*
CN(CCC#N)C(=O)COC(=O)c1ccc(Cl)cc1O
 : -17% | -5% | -37% | 50%[activator] | -13% | -2% | -11% | 31% | -8%
COc1ccc(C(=O)NCC(c2cccnc2)N2CCc3ccccc32)cc1OC (configuration not stated)
 : -2% | -7% | 2%[59 µM] | 0% | 11% | nt | 1% | 22% | 2%
CCOC(=O)CC1(NC(=O)C2CCC(=O)N(C3CC3)C2)CCCCC1 (configuration not stated)
 : 3% | 0% | nt | 16% | -11% | 5% | -10% | 27% | -1%
O=C(c1ccccc1Cc1ccccc1)N1CCN(S(=O)(=O)c2ccccc2[N+](=O)[O-])CC1
 : 3% | nt | 4%[0.501 µM] | 15% | -27% | 11% | -19% | nt | -15%
O=C(Nc1ccccc1)c1ccc(NCc2ccco2)c(S(=O)(=O)N2CCOCC2)c1
 : -12% | -1% | ? | -15% | -32% | 9% | -7% | 10% | -10%
COc1ccc(Cn2c(=O)cc(C)[nH]c2=S)cc1
 : -7% | -5% | ? | -20% | 6% | -8% | 10% | 32% | -17%
O=C(CCCN1C(=O)/C(=C/c2cccc(Br)c2)SC1=S)N1CCOCC1
 : -23% | -7% | ? | ? | ? | 11% | -2% | 1% | 5%
O=C(NCc1ccccc1)/C(NC(=O)c1ccccc1)=C(/Sc1ccccn1)c1ccccc1
 : 4% | -1% | -5%[59 µM] | 1% | -5% | 5% | -10% | -1% | -13%
Cc1ccc(CNC(=O)CSc2nc3ccsc3c(=O)n2Cc2ccc(C(=O)O)cc2)cc1
 : nt | -3% | ? | -1% | -8% | -3% | -6% | 1% | -5%
Cc1cc(C)cc(OCC(=O)NN2C(=O)c3ccccc3C2=O)c1
 : 1% | 2% | 18% | 10% | -24% | 1% | -3% | -17% | -6%
COc1cc(S(=O)(=O)NC(Cc2c[nH]c3ccccc23)C(=O)O)ccc1NC(C)=O (configuration not stated)
 : -8% | -11% | 12% | 3% | ? | 2% | -9% | 23% | 0%
CON(C)S(=O)(=O)c1cccc(C(=O)NC2CCSc3ccccc32)c1 (configuration not stated)
 : -12% | -7% | -5% | 29% | -25% | 26% | -1% | 1% | -9%
CSc1ccccc1NC(=O)COC(=O)c1c[nH]c(=O)[nH]c1=O
 : -17% | -1% | nt | -13% | -21%[11.4 µM] | 1% | -3% | 7% | 41%[activator]
CCOc1cc(CNn2cnnc2SCC(=O)NC(C)(C)C)ccc1OCC(=O)NC(C)(C)C
 : -18% | -5% | -1% | 28% | -6% | 8% | -3% | 11% | -18%
O=C(N/N=C/c1cccnc1)c1cc(-c2cccs2)nc2ccccc12
 : -1% | 3% | 6%[59 µM] | 11% | 0%[57.1 µM] | -7% | -13% | 27% | -12%
O=C(O)c1ccc(CNC(=O)c2ccccc2NC(=O)c2cccc([N+](=O)[O-])c2)cc1
 : -2% | -7% | -9% | 22% | -17% | -1% | -10% | 15% | 0%
CN(C)c1nc(N(C)C)nc(N2CC(CCl)OC2=N)n1 (configuration not stated)
 : -4% | -2% | 5% | 79%[activator] | -22% | 5% | -19% | -21% | -6%
Cc1ccc(NC(=O)CSc2nsc(SCC(=O)Nc3ccc(C)cc3C)c2C#N)c(C)c1
 : -2% | 3% | 8% | 76%[activator] | -14% | -2% | -9% | 21%[57.1 µM] | -9%

Taken from the entries so far for reference:
Second line of a record – BAZ2B inh | BLM helicase inh | G9a inh | POLI inh | JMJD2A Tudor | APEX1 inh | Pol kappa inh | Pol beta inh | POLH inh
CCOC(=O)CC1(NC(=O)C2CCC(=O)N(C3CC3)C2)CCCCC1 (configuration not stated)
 : 3% | 0% | nt | 16% | -11% | 5% | -10% | 27% | -1%
O=C(c1ccccc1Cc1ccccc1)N1CCN(S(=O)(=O)c2ccccc2[N+](=O)[O-])CC1
 : 3% | nt | 4%[0.501 µM] | 15% | -27% | 11% | -19% | nt | -15%
O=C(Nc1ccccc1)c1ccc(NCc2ccco2)c(S(=O)(=O)N2CCOCC2)c1
 : -12% | -1% | ? | -15% | -32% | 9% | -7% | 10% | -10%

(further entries)
Second line of a record – BAZ2B inh | BLM helicase inh | G9a inh | POLI inh | JMJD2A Tudor | APEX1 inh | Pol kappa inh | Pol beta inh | POLH inh
COc1ccccc1N1CCN(c2ncccc2-c2nc(-c3ccc(Cl)cc3)no2)CC1
 : -4% | -6% | -10%[59 µM] | 37%[activator] | -18% | nt | -19% | -9% | -17%
CCOc1ccc(Cc2n[nH]c(=S)n2N)cc1
 : -31% | -1% | ? | 17% | 8.9µM* | 2% | -1% | 4% | -24%
CC(=O)NC1c2ccccc2C(=O)N1Cc1ccccc1 (configuration not stated)
 : -13% | -2% | 15% | -14% | -15% | 10% | 11% | -1% | 7%
CCOC(=O)N1CCN(C(=O)c2ccc3nc(N4CCC(C)CC4)sc3c2)CC1
 : -1% | -6% | 20%[0.0925 µM] | 9% | -13% | 3% | -10% | 11% | 1%
COc1cc(S(=O)(=O)N2CCOCC2)c(OC)c(S(=O)(=O)N2CCOCC2)c1
 : nt | nt | nt | 3% | -5% | nt | -9% | nt | -7%

Retrieved by structure from above:
Second line of a record – BAZ2B inh | BLM helicase inh | G9a inh | POLI inh | JMJD2A Tudor | APEX1 inh | Pol kappa inh | Pol beta inh | POLH inh
O=C(O)CSc1ncnc2scc(-c3ccccc3)c12
 : -18% | -8% | 14% | 40%[activator] | -9% | -1% | 2% | -13% | -4%
CC(Sc1nnc(C2CC2)n1N)C(=O)NC1CCCCC1C (configuration not stated)
 : -3% | -3% | 0% | 21% | -4% | 31% | -5% | 7% | -17%

Bioassay records as filed in PubChem BioAssay.

This is a subset (hit frequency here may not be typical).
